Bioassay records as filed in PubChem BioAssay.
Abeta yeast res = compounds reversing amyloid beta toxicity in yeast; Potency, µM (titrated, usually from 46.1 µM), for the others: at the top dose growth rescue, most hits filed as activators; yeast expressing A-beta42, growth rescue, OD600, 48 h; response scale: 0% DMSO, 100% iron-clioquinol control; hit rate 0.063% among 410,000; note: potency is the fitted concentration of half-maximal effect; nearly all actives have a fitted effect of over 55% in size
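Yeast A-beta toxicity model in growth medium with pinned compounds, 48 h at 30 C; growth read as absorbance at 600 nm. Normalized to FeCl3/clioquinol equimolar mix (positive) and DMSO (negative).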
FUS suppressor = FUS proteinopathy suppression in yeast; S. cerevisiae FUS-expressing, growth rescue, OD600, 24 h; Potency, µM (top dose mostly 76.6 µM), without a hit: top-dose growth rescue (activation), usual class: activators; hit rate 0.24% among 390,000;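 note: potency is the fitted concentration of half-maximal effect; plate controls were DMSO vehicle for no effect and reference control for full effect; nearly all actives have a fitted effect of over 55% in size; some results filed as inactive show a strong effect at the top dose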
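S. cerevisiae expressing FUS from galactose induction served as the toxicity model. Growth after 24hr at 30C, read as absorbance at 600 nm, indicates suppression of toxicity; compounds dosed at several concentrations.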
Akt phos inh = blocks phosphorylation of Akt. hit rate 0.32% among 360,000. activity change, % for hits at 50 µM. Neuro2A IGF-stimulated pAkt S473 HTRF, 20 min; active compounds read low; in the data active = activity change below about -80%; inconclusive = mostly about -51% to -80%; note: % is set by controls: 0 for no effect and ±100 for the full control effect
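Neuro2A cells in DMEM with 0.5% FBS, overnight at 37 deg C, given compound at single 50 µM final, then IGF (6 nM final) for 20 min at 37 deg C. Lysed; phospho-Akt Ser473 by HTRF after 24 h, 665/615 ratio.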
aSyn rescue = inhibitors of alpha-synuclein toxicity in yeast | Yeast expressing alpha-synuclein, growth rescue, BacTiter-Glo, 24 h | Potency, µM (series often up to 46.1 µM), inactives show top-dose growth rescue (activation), usual class: activators | hit rate 0.14% among 370,000; note: potency is the fitted concentration of half-maximal effect; % of control where 0% means no effect; nearly all actives have a fitted effect of over 65% in size
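Screening used galactose-induced yeast with toxic alpha-synuclein levels, exposed to compound for 24 hr at 30 deg C. Cell growth, read with BacTiter-Glo luminescence, gave the measured signal.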
PTHR1 agonist = activates the human parathyroid hormone receptor PTHR1; Q03431; HEK293 GP2 PTHR1 cells, GloSensor cAMP luminescence, 1 h; Potency, µM (titrated, usually from 115 µM), for the others: top-dose activation, actives largely listed as activators; hit rate 0.075% among 410,000; note: potency is the fitted concentration of half-maximal effect; nearly all actives have a fitted effect of over 55% in size; some results filed as inactive show a strong effect at the top dose; inactives centre near -15; many of its hits are not listed in these tables
Target sequence (Q03431 whole entry, looked up): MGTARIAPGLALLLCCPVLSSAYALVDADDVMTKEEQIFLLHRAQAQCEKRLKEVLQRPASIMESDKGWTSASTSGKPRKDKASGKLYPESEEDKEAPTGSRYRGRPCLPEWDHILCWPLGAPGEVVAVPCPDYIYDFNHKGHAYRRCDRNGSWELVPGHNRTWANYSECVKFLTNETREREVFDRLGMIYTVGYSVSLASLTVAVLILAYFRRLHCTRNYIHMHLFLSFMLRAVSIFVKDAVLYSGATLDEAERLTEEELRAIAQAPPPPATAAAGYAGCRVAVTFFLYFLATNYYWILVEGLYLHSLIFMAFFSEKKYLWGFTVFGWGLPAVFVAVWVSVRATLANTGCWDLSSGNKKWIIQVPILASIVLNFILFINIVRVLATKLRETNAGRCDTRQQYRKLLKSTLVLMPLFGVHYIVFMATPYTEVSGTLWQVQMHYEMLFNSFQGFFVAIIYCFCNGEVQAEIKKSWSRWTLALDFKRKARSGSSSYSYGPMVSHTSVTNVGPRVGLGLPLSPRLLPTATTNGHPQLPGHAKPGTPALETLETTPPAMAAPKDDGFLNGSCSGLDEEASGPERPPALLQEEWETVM
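HEK-293-derived GP2 cells expressing PTHR1 and a GloSensor cAMP reporter, 3,000/well, plated overnight, given luciferin plus IBMX (each 0.5 mM as added) for 1 h at 37 °C, then compound for 1 h at 37 °C. Luminescence was read after 15 min at room temperature.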
TDP43 rescue = rescues yeast growth from TDP-43 toxicity; TDP-43 expressing yeast growth rescue, BacTiter-Glo, 24 h; Potency, µM (series often up to 46.1 µM), without a hit: top-dose growth rescue (activation), actives largely listed as activators; hit rate 1.8% among 410,000; note: potency is the fitted concentration of half-maximal effect; % of control where 0% means no effect; nearly all actives have a fitted effect of over 50% in size
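Cell-based yeast growth screen: TDP-43 expression induced in galactose, inoculum OD600=0.02 after raffinose pregrowth to mid-log. Read-out BacTiter-Glo luminescence at 24 hr, 30 deg C; inhibition of toxicity seen as signal increase.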
GLP1R inv ag = acts as inverse agonist at human GLP-1 receptor. P43220. HEK293 GLP-1R CRE-luciferase, luminescence, 24 h; GLP-1R form is constitutively active. Potency, µM (titrated, usually from 38.3 µM), for inactives: at the top dose activity change, negative = inhibition, most hits filed as inhibitors. hit rate 1.6% among 410,000. AID 624417; note: potency is the fitted concentration of half-maximal effect; % is set by controls: 0 for no effect and ±100 for the full control effect; nearly all actives have a fitted effect of over 55% in size
Target sequence (P43220 whole entry, looked up): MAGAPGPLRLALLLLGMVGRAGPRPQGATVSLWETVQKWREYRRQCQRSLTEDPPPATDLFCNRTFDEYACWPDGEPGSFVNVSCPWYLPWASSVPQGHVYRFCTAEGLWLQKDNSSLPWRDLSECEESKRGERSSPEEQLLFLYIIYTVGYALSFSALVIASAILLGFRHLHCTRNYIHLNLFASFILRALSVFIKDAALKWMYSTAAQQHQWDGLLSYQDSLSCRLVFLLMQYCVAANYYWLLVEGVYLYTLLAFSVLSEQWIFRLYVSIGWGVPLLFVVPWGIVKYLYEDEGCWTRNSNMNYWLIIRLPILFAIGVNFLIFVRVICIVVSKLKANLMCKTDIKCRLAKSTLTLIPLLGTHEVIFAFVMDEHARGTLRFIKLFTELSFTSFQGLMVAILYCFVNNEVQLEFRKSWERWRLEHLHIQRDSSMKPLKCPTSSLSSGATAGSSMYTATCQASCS
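Seeding at 200 cells/uL, 12 h culture, 24 hr compound treatment, then luciferase reagent and a luminescence read; cells are HEK293 stably expressing a constitutively active GLP-1R plus cAMP-responsive luciferase.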
MmCpn inh = inhibitors of Methanococcus maripaludis chaperonin (MmCpn) | purified Mm-Cpn ATPase, ADP Transcreener TR-FRET | Potency, µM (titrated, usually from 76.9 µM), for the others: top-dose activity, negative = inhibition, hits mostly inhibitors | hit rate 0.031% among 330,000 | AID 504842; note: potency is the fitted concentration of half-maximal effect; % is set by controls: 0 for no effect and ±100 for the full control effect; nearly all actives have a fitted effect of over 80% in size
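Inhibition of chaperonin ATP hydrolysis is measured as reduced ADP production, detected by competitive TR-FRET in which signal falls with ADP. Final enzyme 25 nM and ATP 10 uM, reacted 30 min at 37°C.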
HEK293 tox = cytotoxicity counter-screen for GLP-1 receptor inverse agonists; HEK293 cAMP-luciferase reporter cells, luminescence, 24 h; Potency, µM (doses to about 38.3 µM), inactives show at the highest dose activity change, negative = inhibition, hits mostly inhibitors; hit rate 0.13% among 410,000;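 note: loss of luciferase light is scored as toxicity; potency is the fitted concentration of half-maximal effect; % is set by controls: 0 for no effect and ±100 for the full control effect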
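A 23 nL compound transfer followed 12 hours of cell culture at 37 deg C; exposure then lasted 24 hr. Luciferase assay detection reagent was dispensed and plates read for luminescence after a 12 min room-temperature wait.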
Active calls of the source: *; i = inactive; ? = inconclusive; nt = not tested or not shown; & = joins results of further samples; [ ] = remark or other dose. Unless noted, calls come from the whole dose curve; as a rule, active = well fitted curve in the direction sought with a large enough effect; inconclusive = small, poorly fitted or top-dose-only effect, or another doubt; inactive = no such curve, though single readings can be large; an effect the other way counts as inactive or inconclusive. This is a subset; rates above refer to the full screens.

Every second line gives: Abeta yeast res	FUS suppressor	Akt phos inh	aSyn rescue	PTHR1 agonist	TDP43 rescue	GLP1R inv ag	MmCpn inh	HEK293 tox
CCCn1c(SCC(=O)Nc2c(C)cccc2CC)nnc1C(C)C
 : -22%	3%	i	-5%	-1%[57.5 µM]	-11%	-17%	0%	9%
Cc1ncsc1C(=O)N1N=C2/C(=C/c3ccc(N4CCOCC4)cc3)CCCC2C1c1ccc(N2CCOCC2)cc1 (stereo not given)
 : -3%	41%	i	21%	-6%	-7%	-5%	1%	-23%
CN(C)C(=O)N1CCC(C(=O)N2CCCC(C(=O)c3cccc4ccccc34)C2)CC1 (stereo not given)
 : 3%	13%	i	1%	-39%[inhibitor]	0%	-33%	0%	-8%
COCCN(Cc1ccccc1)C(=O)c1ccc2c(=O)n3c(nc2c1)CCC3
 : 5%	-2%	i	4%	i	19%	9%	-2%	-3%
COc1ccc(NC(=O)c2ccc3c(c2)C(=O)N(CC2CCCO2)C3=O)cc1O (stereo not given)
 : -20%	nt	i	-5%	-20%	-4%	-2%	2%	1%
O=C1C(=O)N(CCCn2ccnc2)C(c2ccc(Br)cc2)/C1=C(\O)c1ccc2c(c1)OCCO2 (stereo not given)
 : 0%	26%	i	1%	19%	-21%	1%	-24%	3%
COc1ccc(CNC(=O)c2ccc3c(c2)nc2n3CCOC2)c(OC)c1
 : -8%	-7%	nt	nt	-14%	17%	25%	nt	0%
CCCC(=O)C1=C(O)C(C(=O)OC)C(C)(C)CC1=Nc1ccncc1 (stereo not given)
 : -12%	-25%	i	-7%	13%	-6%	37%[activator]	2%	-16%
CCN(CC)CCn1c2c(c(SCC(=O)Nc3cc(C)ccc3C)nc1=O)CCC2
 : -6%	10%	i	2%	i	5%	?	-5%	21%
CCC(C)(C(=O)NC1CCCC1)N(Cc1cccs1)C(=O)Cc1cccs1 (stereo not given)
 : 7%	10%	i	-5%	i	?	?	1%	-14%
O=C(COc1ccccc1Cl)Nc1nnc(S(=O)(=O)N2CCCCCC2)s1
 : 1%&-21%	4%&-18%	i	0%	-68%&-74%[inhibitor]	5%&9%	-8%&9%	2%	3%&1%
CCn1c(C)c(C(C)=O)c(N2CCN(c3ccc(OC)cc3)CC2)nc1=S
 : 1%	29%	i	2%	-20%	4%	11%	2%	4%
CC(C)Cc1c(O)nc(SCCN2CCOCC2)[nH]c1=O
 : 6%	10%	i	0%	i	4%	5%	3%	1%
Cc1ccccc1-n1nc(SCC(=O)O)sc1=S
 : 11%	-15%	i	1%	-94%[inhibitor]	7%	7%	-1%	-17%
O=C(Nc1n[nH]c(C(F)(F)F)n1)C1CC1
 : -12%	16%	i	-2%	i	0%	8%	2%	-4%
CCCCn1cc(S(=O)(=O)c2ccc(Cl)cc2)c(=O)c2cc(F)c(N3CCCC(C)C3)cc21 (stereo not given)
 : -10%	-13%	nt	nt	0%	8%	1%	nt	1%
CCOC(=O)C1(Cc2ccccc2)C(=O)N(CCCN(C)C)c2ccccc21 (stereo not given)
 : 12%	1%	i	0%	i	-13%	?	nt	-36%
CN(C)c1ccc(C(=O)NCc2ccc3c(c2)CCN3C(=O)c2ccc(Cl)cc2)cc1
 : -15%	-11%	nt	nt	?	-9%	-5%	nt	2%
O=C(N/C(=C/c1ccc(F)cc1)C(=O)N1CCCCC1)c1ccco1
 : -11%	-3%	i	9%	i	3%	4%	-12%	2%
COc1ccc(F)cc1S(=O)(=O)N1CCCC(C)C1 (stereo not given)
 : -9%	13%	i	-8%	?	-17%	22%	-1%	2%
COC(=O)c1ccc(Oc2cc(C)nc(-n3nc(C)cc3C)n2)cc1
 : 14%	34%	i	-8%	i	-4%	3%	-1%	-37%
O=[N+]([O-])c1cccc(C(=S)N2CCCC2)c1
 : -2%	17%	i	7%	-4%	-4%	-2%	4%	2%
COc1ccc(Nc2nc3ccccc3n2C)cc1
 : -1%	17%	i	-4%	i	10%	-4%	1%	-1%
Nc1nc(NC2CCCCC2)nc(NCCO)c1[N+](=O)[O-]
 : 10%	20%	i	2%	3%	2%	17%	2%	-2%
Cc1ccc(-c2nc(CN(C)Cc3cccc4cnccc34)c(C)o2)s1
 : -5%	-12%	i	-1%	-93%[inhibitor]	-9%	?	-4%	7%
Cc1ccc(/C=C/C(=O)Nc2ncc(C)s2)o1
 : -2%	nt	i	-1%	i	-4%	27%	-1%	17%
COC(=O)c1c(NC(=O)CC2NCCNC2=O)sc2c1CCCC2 (stereo not given)
 : 17%	11%	i	2%	i	-13%	-4%	0%	8%
CCC(CC)c1nnc(NC(=O)C2CSC3(C)CCC(=O)N23)s1 (stereo not given)
 : 12%	17%	i	-1%	i	18%	-5%	-5%	-5%
COc1ccccc1NS(=O)(=O)c1ccc2oc(SCc3ccc(F)cc3)nc2c1
 : 6%	-4%	i	1%	-32%[inhibitor]	?	?	1%	-4%
Cc1noc(C)c1CSCC(=O)Oc1ccc(N(C)S(=O)(=O)c2ccccc2)cc1
 : -15%	13%	i	2%	-21%	9%	8%	-1%	5%
Cc1nn(C)c(C(=O)N/N=C/c2cc3c(cc2Br)OCO3)c1Br
 : -13%	nt	i	0%	-31%[inhibitor]	-15%	19%	0%	17%
CC(C)CCn1c(=O)c2ccccc2n2c(CN3CCOCC3)nnc12
 : -21%	16%	i	-2%	i	nt	67%[activator]	-2%	3%
Cc1nc2sc3c(c2c(=O)o1)CCC3
 : 6%	1%	i	0%	i	-4%	2%	-1%	-4%
CCOc1ccccc1NC(=O)c1nn(-c2ccc(OC)cc2)c(=O)c2c1c1ccccc1n2C
 : 1%	-8%	nt	nt	-17%	8%	-4%	nt	-5%
Cc1cc(C)nc(NS(=O)(=O)c2ccc(NC(=O)c3nn(-c4ccccc4)ccc3=O)cc2)n1
 : -12%	3%	nt	4%	i	11%	5%	-2%	-28%
CSC1=N/C(=C\c2ccccc2)C(=O)N1C
 : -11%	11%	i	4%	i	-13%	43%[activator]	0%	6%
COc1cccc(OC)c1-c1nn2c(-c3ccco3)nnc2s1
 : 14%	-19%	nt	nt	-8%	-2%	-12%	0%	1%
CCOc1ccc(N(CC(=O)NC2CCCCCC2)S(=O)(=O)c2c(C)[nH]c(=O)[nH]c2=O)cc1
 : -5%	-1%	i	1%	-14%	2%	?	-1%	-4%
CCOc1ccc(C(c2c(O)cc(C)n(CCOC)c2=O)N2CCN(c3ccc(F)cc3)CC2)cc1 (stereo not given)
 : -3%	44%	nt	nt	0%	23%	7%	nt	7%
C=CCn1c(SCc2cccc3ccccc23)nnc1-c1cccnc1
 : 7%	31%	i	-8%	i	16%	-11%	-5%	-11%

Profiles from above. Order of screens: Abeta yeast res, FUS suppressor, Akt phos inh, aSyn rescue, PTHR1 agonist, TDP43 rescue, GLP1R inv ag, MmCpn inh, HEK293 tox
CSC1=N/C(=C\c2ccccc2)C(=O)N1C across the screens: -11%, 11%, i, 4%, i, -13%, 43%[activator], 0%, 6%
CCOc1ccc(C(c2c(O)cc(C)n(CCOC)c2=O)N2CCN(c3ccc(F)cc3)CC2)cc1 (stereo not given) across the screens: -3%, 44%, nt, nt, 0%, 23%, 7%, nt, 7%

(list continues)
Every second line gives: Abeta yeast res	FUS suppressor	Akt phos inh	aSyn rescue	PTHR1 agonist	TDP43 rescue	GLP1R inv ag	MmCpn inh	HEK293 tox
Cc1ccc(CN2C(=O)N/C(=C\c3cccn3-c3cccc(C(=O)O)c3)C2=O)cc1
 : -5%	44%	i	5%	-44%[inhibitor]	5%	1%	3%	1%
CSc1nc(Cl)c(Cc2ccc(OC(C)C)cc2)c(N2CCOCC2)n1
 : 22%	23%	i	-16%	-62%[inhibitor][57.5 µM]	1%	13µM*	0%	12%
FC(F)(F)c1ccccc1CNCc1ccncc1
 : 0%	17%	i	-6%	i	-3%	-10%	-1%	-9%
O=C(c1ccccc1Nc1ccc(SC(F)F)cc1)N1CCCCCC1
 : -19%	43%	i	16%	-12%	14%	?	-1%	-3%
O=[N+]([O-])c1ccc2nc(/C=C/c3ccc(Cl)cc3)[nH]c2c1
 : -51%[inhibitor]	16%	i	-33%[inhibitor]	-7%[57.5 µM]	11%	?	-5%	-16%
COC(=O)c1cc(CNC(=O)c2ccccc2OCc2c(C)noc2C)ccc1OC
 : 24%	6%	i	-1%	-20%	-12%	15%	0%	-5%
Cc1cccn2c(CN3CCSCC3)c(C(=O)N3CCOCC3)nc12
 : -9%	10%	i	7%	-18%	2%	17%	-5%	-5%
Cn1c(SCCOc2ccccc2Cl)nnc1-c1cccs1
 : -19%	23%	i	2%	-5%[57.5 µM]	5%	-1%	-2%	3%
Cc1cccc(Nc2nc(-c3ccccc3)nc3ccccc23)c1
 : -24%	9%	nt	nt	-8%	25µM*	?	nt	11%
O=C(CN1C(=O)NC2NC(=O)NC21)NC1CCCCC1 (stereo not given)
 : -8%	-19%	i	2%	8%	7%	4%	nt	-5%
CCN(CC(=O)NCc1ccc(Cl)cc1)C(=O)c1sccc1C
 : 3%	-9%	i	0%	i	19%	-19%	0%	9%
Cc1cccc(NC(=O)c2ncn3c2C(=O)N[C@@H](C)C3)c1
 : 13%	4%	i	0%	-36%	0%	17%	nt	-17%
COC(=O)c1cccc(N(C(=O)c2cnccn2)C(C(=O)NCc2ccccc2)c2ccco2)c1 (stereo not given)
 : 9%	-3%	i	-2%	i	-10%	-2%	1%	3%
